Screening data: PubChem, National Center for Advancing Translational Sciences (NCATS)
uPA generation = cell surface uPA generation inhibition; cell surface uPA generation assay, qHTS; AID 540303; Potency, µM (highest dose often 38.3 µM), without a hit: at the top dose activity change, negative = inhibition, most hits filed as inhibitors; 330,000 compounds, 0.31% hits; active = well fitted inhibition curve with a large enough effect; inconclusive = small, poorly fitted or top-dose-only effect; inactive = no such curve, though single readings can be large or run the other way; tested in mouse RAW 264.7 cells; also: potency is read from the fitted curve at half-maximal effect; nearly all actives have a fitted effect of over 55% in size
B2AR arrestin = recruits beta-arrestin to the human beta2-adrenergic receptor; Potency, µM (doses to about 46.1 µM), for the others: at the top dose activation, most hits filed as activators; beta-arrestin recruitment to beta2AR, cell-based reporter; 330,000 compounds, 0.02% hits; AID 492947;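 also: potency is read from the fitted curve at half-maximal effect; 0% = DMSO controls and full agonism = EC100 isoproterenol or metaproterenol; nearly all actives have a fitted effect of over 65% in size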
USP2a block = USP2a (human) protease inhibition | USP2 core, Ub-CHOP2 coupled fluorogenic reporter, 485/531 | O75604 | Potency, µM (highest dose often 38.3 µM), without a hit: at the top dose activity change, negative = inhibition, actives largely listed as inhibitors | 330,000 compounds, 0.01% hits | AID 463254;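 also: potency is read from the fitted curve at half-maximal effect; plate controls were DMSO wells for no effect and full inhibition by NEM control for full effect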
Target sequence (O75604 whole entry, looked up): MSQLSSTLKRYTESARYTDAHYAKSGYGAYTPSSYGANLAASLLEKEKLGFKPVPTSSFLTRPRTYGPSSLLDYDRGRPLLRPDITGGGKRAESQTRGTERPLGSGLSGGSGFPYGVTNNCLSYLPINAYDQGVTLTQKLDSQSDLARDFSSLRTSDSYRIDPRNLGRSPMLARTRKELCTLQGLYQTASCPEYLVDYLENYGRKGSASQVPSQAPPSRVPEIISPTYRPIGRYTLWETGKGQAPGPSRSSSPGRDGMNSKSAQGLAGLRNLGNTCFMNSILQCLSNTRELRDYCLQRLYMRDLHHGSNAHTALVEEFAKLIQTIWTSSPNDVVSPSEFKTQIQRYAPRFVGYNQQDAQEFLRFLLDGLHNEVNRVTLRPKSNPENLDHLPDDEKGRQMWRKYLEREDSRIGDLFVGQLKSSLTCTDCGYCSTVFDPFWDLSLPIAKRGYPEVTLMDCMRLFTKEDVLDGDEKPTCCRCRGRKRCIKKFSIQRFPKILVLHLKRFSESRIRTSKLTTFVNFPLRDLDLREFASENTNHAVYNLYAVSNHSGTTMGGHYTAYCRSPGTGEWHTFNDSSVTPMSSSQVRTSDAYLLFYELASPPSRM
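USP2 core (10nM final) preincubated 30min RT with compound in 20mM Tris-HCl pH 8.0, 2mM CaCl2, 2mM beta-mercaptoethanol, 0.05% CHAPS; 25nM Ub-CHOP2 plus 25nM reporter substrate added, fluorescence (Ex485/Em531) read after 60min.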
Coupling enz = coupling enzyme interference in Giardia aldolase counter-screen; coupling enzyme system counterscreen, AmpLite Red fluorescence; activity change, negative = inhibition, % at 58.2 µM, hits read low; 290,000 compounds, 0.67% hits; AID 2472; in the data active = activity change below about -30%
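Coupling enzymes only (glyceraldehyde-3-phosphate) + compound, at 57.5 uM final, 10 min RT; add substrate/coupling/AmpLite Red mix, 20 min RT; fluorescence ex 525/em 598 nm. Actives flag coupling-system interference.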
PKM2 act = PKM2 (human) enzyme activation. purified PKM2, Kinase-Glo ATP luminescence, activation; response scale: 0% is enzyme alone, no compound. Potency, µM (highest dose often 57.5 µM), inactives show at the highest dose activation, actives largely listed as activators. 260,000 compounds, 0.34% hits. AID 1631; also: potency is read from the fitted curve at half-maximal effect; nearly all actives have a fitted effect of over 55% in size
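hPK-M2, >95% pure; 0.1 mM ADP / 0.5 mM PEP final; imidazole pH7.2 buffer w/ 7 mM MgCl2, 50 mM KCl; 1 h RT; Kinase-Glo lum. Intermediate enzyme activity for dual inhibitor/activator qHTS.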
Eya2 inh = Eya2 (human) phosphatase inhibition. O00167. recombinant Eya2, OMFP fluorescence dephosphorylation (OMFP is methylfluorescein phosphate). Potency, µM (titrated, usually from 76.9 µM), without a hit: at the top dose activity, negative = inhibition, actives largely listed as inhibitors. 330,000 compounds, 0.006% hits. AID 488837; also: potency is read from the fitted curve at half-maximal effect
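Eya2 protein (added as 0.2 uM solution) was preincubated with compound for 10 min at ambient temperature in 50 mM HEPES pH 7.5, 50 mM NaCl, 5 uM MgCl2, 0.05% BSA, 1 mM DTT. OMFP (added at 50 uM) then reacted 10 min; fluorescence read at 485/525 nm.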
GALK inhibitor = galactokinase (human) inhibition | Purified GALK, Kinase-Glo residual ATP luminescence | 270,000 compounds, 0.007% hits | Potency, µM (doses to about 57.5 µM), inactives show at the top dose activity change, negative = inhibition, actives largely listed as inhibitors | AID 1868; also: potency is read from the fitted curve at half-maximal effect
Target sequence (P51570 whole entry, looked up): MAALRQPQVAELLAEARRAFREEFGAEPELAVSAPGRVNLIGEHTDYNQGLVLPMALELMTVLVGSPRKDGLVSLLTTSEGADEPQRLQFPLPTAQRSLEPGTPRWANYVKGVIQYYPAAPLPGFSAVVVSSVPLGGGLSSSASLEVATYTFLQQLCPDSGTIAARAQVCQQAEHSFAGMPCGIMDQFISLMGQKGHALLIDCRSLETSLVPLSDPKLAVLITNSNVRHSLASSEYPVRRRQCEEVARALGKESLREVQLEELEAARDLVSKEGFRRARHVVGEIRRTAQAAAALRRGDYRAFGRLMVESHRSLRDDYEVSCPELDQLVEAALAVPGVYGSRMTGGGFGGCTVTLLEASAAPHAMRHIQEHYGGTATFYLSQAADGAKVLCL
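Luminescence from leftover ATP (Ultra-Glo luciferase/luciferin) served as read-out after a 1 h room-temperature reaction of 5 nM GALK with 35 uM ATP and 100 uM galactose.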
KCNH2 WT inh = inhibitors of human wildtype KCNH2 potassium channel; U2OS, BacMam KCNH2, thallium flux FluxOr; active compounds read low; activity change, % at 1.84 µM; AID 720551; Q12809; 340,000 compounds, 0.37% hits;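 active = maximum activity change below -70%; inconclusive = maximum activity change between -70% and -50%; inactive = maximum activity change above -50%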
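U2OS cells transduced with wild-type KCNH2 virus are loaded with FluxOr dye for 45 min, and thallium flux is measured in kinetic reads before and after stimulation buffer. Rate constants are normalized to DMSO controls.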
KCNH2 3.1 inh = blocks the human KCNH2 3.1 channel isoform. activity change, % (tested at about 1.8 µM). 340,000 compounds, 0.95% hits. AID 720553. U2OS KCNH2 3.1, thallium flux FluxOr; active compounds read low;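 active = maximum activity change below -70%; inconclusive = maximum activity change from -70% to -50%; inactive = maximum activity change above -50%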;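 also: thallium influx rate constant from kinetic fluorescence after stimulation buffer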
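Steps: virus added to U2OS suspension (4 h, RT, dark); medium with 10% FBS added, cells plated, 37 C overnight; FluxOr/Red40 loading buffer 45 min RT; stimulation buffer, 2 min kinetic read; rate constant normalized.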
Chronic BCR inh = inhibitors of chronic active B-cell receptor signaling | ABC-DLBCL IkBa-CBG/CBR reporter, luminescence ratio, 4 h | AID 493014 | Potency, µM (doses to about 46.1 µM), for inactives: at the top dose ratio change, negative = lower green/red ratio, actives largely listed as inhibitors | 340,000 compounds, 0.05% hits; active = well fitted inhibition curve with a large enough effect in the signal ratio, with a control signal flat, not every such curve was filed as active; inconclusive = small, poorly fitted or top-dose-only effect, or effect the other way, or a change in a side signal; the % refers to the signal ratio;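 also: potency is read from the fitted curve at half-maximal effect; plate controls were basal doxycycline-induced cells for no effect and cells given 10 µM MG132 for full effect; MG132 reads +100%, hits lower the ratio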
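Cell line TMD8 (human ABC DLBCL), stably expressing tet-inducible CBG68-IkBa fusion and CBR; IMDM/0.5% FBS; cpd up to 46 uM; dox induction, 4 h, 37C/5% CO2; dual luminescence; green/red ratio; MG132 control.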
Giardia killer = kills Giardia lamblia; Giardia lamblia trophozoite viability; activity change, % at 7.66 µM, hits read low; 340,000 compounds, 0.15% hits; in the data active = activity change below about -80%; inconclusive = between about -30% and that limit;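 also: parasites exposed to compound for two days anaerobically before the ATP read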
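Giardia trophozoites, 100 cells per well, were exposed to compounds for 48 hrs at 37 deg C under anaerobic conditions; viability was then read as ATP content by bioluminescence after 15-30 min at room temperature.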
Active calls of the source: *; u = inconclusive; x = not tested or not shown. Unless noted, calls follow the shape of the dose curve; as a rule, active = well fitted curve in the direction sought with a large enough effect; inconclusive = small, poorly fitted or top-dose-only effect, or another doubt; inactive = no such curve, though single readings can be large; an effect the other way counts as inactive or inconclusive. Unless noted, % is scaled to controls: 0 for no effect and ±100 for the full control effect.

SMILES	uPA generation	B2AR arrestin	USP2a block	Coupling enz	PKM2 act	Eya2 inh	GALK inhibitor	KCNH2 WT inh	KCNH2 3.1 inh	Chronic BCR inh	Giardia killer
Cn1cnnc1SCc1ccc(C(=O)N=Nc2c(O)n(C)c3ccccc23)cc1	-2%	-1.9%	1%	0	-10%	-2%	0%	3	4	-3%	-12
CCn1c2ccccc2c2nnc(SCc3ccc(C(=O)OC)o3)nc21	-17%	0.1%	-8%	-3	7%	2%	0%	-9	-1	-16%	3
CC(C)(C)C1=C(C#N)C(c2ccc3c(c2)OCO3)C(C#N)=C(N)O1 (configuration not stated)	-6%	0.5%	-5%	-25	-5%	32%	-1%	-4	-4	-2%	-11
CCOC(=O)C1(Cc2cccc(OC)c2)CCN(CC=C(C)C)CC1	-4%	-0.9%	0%	2	0%	-6%	9%	6	2	-3%	-4
O=C(/C=C/c1ccccc1)Nc1cccc(C(=O)O)c1	u	-0.2%	-1%	1	-11%	4%	-1%	-10	11	u	u
COC(=O)c1sccc1S(=O)(=O)NC(C)c1cnn(-c2ccc(OC)cc2)c1C (configuration not stated)	-2%	-0.4%	0%	2	1%	-13%	-1%	-16	1	2%	-2
O=C(CCC(=O)c1cccs1)Nc1ccc(F)c(F)c1F	1%	0.4%	-11%	0	-14%	-11%	2%	-4	9	u	26
CN=C1SC(CC(=O)Nc2ccc(N3CCOCC3)cc2)C(=O)N1C (configuration not stated)	x	0.4%	1%	-1	-7%	18%	0%	15	-7	u	0
CCO[C@@H]1OC(C(=O)NCc2ccccc2)=C[C@H](C2CC2)[C@H]1CCCO	-5%	-0.9%	0%	6	3%	0%	0%	x	-7	-2%	-25
CCOc1ccc(N(CC)C(=O)c2nn(-c3ccc(OC)cc3)c(=O)c3c2c2ccccc2n3C)cc1	12%	0.2%	-4%	-13	-7%	19%	4%	-4	-37	u	-7
CCN(CC(=O)Nc1ccc(NC(C)=O)cc1)C(=O)C(c1ccccc1)c1ccccc1	-2%	0.6%	-2%	3	2%	5%	-1%	2	-3	1%	-4
O=C(CCc1nnc(C2(c3ccc(Cl)cc3)CCC2)o1)NC1CC1	0%	0.0%	-1%	2	0%	3%	-1%	-15	0	u	12
O=C(C[C@H]1C/C=C\C[C@@H](Cc2ccc(F)cc2)C(=O)OC[C@@H]2CCCN2C1=O)NCCO	3%	-0.1%	4%	x	x	12%	x	x	x	0%	13
COc1cc(NC(=O)c2ccc(COCC(F)(F)F)o2)cc(OC)c1OC	-12%	0.1%	-1%	-2	-1%	-4%	3%	6	2	u	4
CC(NC(=O)c1cn(C)c2ccc(S(=O)(=O)N3CCCC3)cc2c1=O)c1ccc2c(c1)OCCO2 (configuration not stated)	1%	-0.1%	1%	1	-3%	3%	1%	-4	14	-4%	2
Cc1cc(=O)oc2cc(OCC(=O)OCC(=O)Nc3c(C)n(C)n(-c4ccccc4)c3=O)ccc12	-5%	0.0%	1%	0	1%	-27%	1%	-9	8	-13%	-12
O=C(C[C@@H]1C/C=C/CCCC(=O)O[C@H](c2ccccc2)CNC1=O)NCCO	18%	-2.0%	0%	x	x	4%	x	x	x	-1%	-5
O=C(NC1CCCC1)C1CC(=O)N(c2ccc(F)cc2)C1 (configuration not stated)	-1%	0.0%	-1%	0	x	-12%	-2%	0	-9	u	-15
C=CCN(C(=O)CSc1nnnn1C)c1nc(-c2ccccc2)cs1	2%	-1.6%	2%	x	x	-18%	x	29	-8	u	-11
CC(C)(C)OC(=O)CNC(=O)c1[nH]cnc1C(=O)N[C@@H](Cc1ccccc1)C(=O)OCc1ccccc1	-3%	-0.9%	-12%	-2	-4%	-5%	x	-6	-3	u	8
Cc1[nH]c2ccc(F)cc2c1CCN(Cc1cccnc1)C(=S)Nc1ccccc1	12%	0.2%	-1%	-1	1%	3%	6%	4	8	-12%	-17
COCCN1C(=O)C(=O)/C(=C(/O)c2ccc(C)cc2)C1c1ccccn1 (configuration not stated)	4%	-0.4%	-2%	9	-6%	-4%	6%	1	-24	9%	-1
N#C/C(C(=O)N1CCOCC1)=C1/SC(Cc2ccccc2Cl)C(=O)N1c1ccccc1 (configuration not stated)	8%	-0.4%	9%	-1	0%	-3%	x	3	15	-1%	-18
COc1ccc(N(CC(O)Cn2nnc3ccccc32)S(=O)(=O)c2ccc(C)cc2)cc1 (configuration not stated)	-3%	0.0%	-5%	-2	3%	1%	5%	4	-29	u	-5
CCOc1ccccc1NC(=O)COC(=O)/C=C/c1cccs1	2%	0.2%	-6%	x	x	-23%	x	1	-6	-6%	9
(more compounds)
SMILES	uPA generation	B2AR arrestin	USP2a block	Coupling enz	PKM2 act	Eya2 inh	GALK inhibitor	KCNH2 WT inh	KCNH2 3.1 inh	Chronic BCR inh	Giardia killer
COc1cccc(N2CCN(CC(=O)Nc3nnc(-c4ccccc4)s3)CC2)c1	-4%	-0.1%	-4%	-3	-3%	-18%	0%	3	-50	u	1
COc1ccc2ccc(OCC(=O)NCC3CCCO3)cc2c1 (configuration not stated)	7%	-0.7%	0%	x	x	2%	x	9	1	-12%	0
COc1cccc(CC(NC(C)=O)C(=O)NC2CCN(c3nnnn3-c3ccccc3)CC2)c1 (configuration not stated)	-2%	-0.8%	-1%	x	1%	14%	-1%	-1	-2	0%	-8
O=C(C1CCCN(c2ncnc3c2nc2n3CCCCC2)C1)N1CCCCC1 (configuration not stated)	-6%	-0.9%	0%	2	x	1%	-6%	-7	-8	-10%	-1
CNC[C@H]1Oc2c(NC(=O)C3CC3)cccc2C(=O)N([C@H](C)CO)C[C@@H]1C	8%	-0.1%	3%	x	x	-2%	x	-10	-2	3%	-7
O=C(Nc1ccc(Cl)cc1C(=O)N1CCCCC1)c1ccco1	3%	0.1%	-4%	10	x	-7%	11%	21	9	0%	-4
N/C(=N\OC(=O)c1csnn1)c1ccc(C(F)(F)F)cc1	-1%	0.2%	2%	7	-1%	-6%	4%	-3	-9	7%	-3
O=C(c1cc2ccccc2s1)N1CCOCC1	2%	-0.1%	-11%	-4	-17%	2%	0%	1	-5	-23%	0
COc1cccc(-c2nnc3sc(-c4ccco4)nn23)c1	3%	0.6%	1%	-1	-10%	-12%	4%	-1	-1	11%	-10
CCCc1cc(=O)[nH]c(SCC(=O)NC(=O)c2ccccc2)n1	x	-0.7%	2%	1	-2%	7%	2%	-4	-2	0%	0
CN1CCc2c(sc(/N=C/c3c[nH]c4ccccc34)c2C#N)C1	-1%	-0.7%	3%	-30	-16%	21%	1%	7	16	u	13
Cc1cc2nsnc2c(S(=O)(=O)NCC(=O)O)c1C	-4%	0.2%	0%	1	2%	-11%	1%	-15	20	2%	-11
CCCCCC[n+]1c(-c2ccc(Cl)cc2Cl)csc1Nc1ccccc1	-1%	-2.0%	7%	0	0%	-6%	0%	-2	-4	16%	0
C/C(=N\NC(=O)NC1CCCCC1)c1ccc(OC(F)F)cc1OC(F)F	-2%	0.0%	-1%	-7	6%	-17%	-5%	-1	-17	-26%	19
CCO[C@H]1OC(C(=O)Nc2ccccc2)=C[C@@H](C2CC2)[C@@H]1CCCO	19%	0.1%	-1%	3	0%	-7%	0%	x	x	20%	-4
CC1CCc2c(sc3ncnc(NCc4cccnc4)c23)C1 (configuration not stated)	-23%	0.1%	0%	2	39%	-8%	-4%	x	1	-12%	u
CC(NC(=O)CCNC(=O)c1ccc(C(C)(C)C)cc1)c1ccccc1 (configuration not stated)	0%	-0.4%	3%	x	x	-4%	x	-6	x	-11%	2
COCCN(C(=O)c1csnn1)C(C(=O)NC1CCCCC1)c1ccc(C)cc1 (configuration not stated)	-2%	-0.1%	2%	0	x	2%	0%	1	24	2%	6
CCOc1ccccc1-n1nnnc1SCC(=O)Nc1cc(C)on1	x	3.0%	3%	4	2%	5%	-1%	9	3	u	-2
C=CCn1c(SCc2ccc(C(=O)Nc3nccs3)cc2)nnc1-c1ccc(C)c(Cl)c1	-12%	-0.6%	5%	1	-2%	2%	1%	-8	-19	u	3
CCN(CC)c1ccc(/C=N/NC(=O)c2ccc(Br)o2)cc1	-12%	-0.6%	4%	2	0%	7%	x	26	-9	u	-15
C=CC[C@@H](CC(=O)N(CCO)Cc1ccccc1)C(=O)N[C@H](COC(=O)[C@@H](CC=C)Cc1ccc(F)cc1)C(C)(C)C	u	0.0%	-7%	x	x	-10%	x	x	x	u	-3
CCOc1ccc(OCC)c(NC(=O)C2CCCN2S(=O)(=O)c2cccc3cccnc23)c1 (configuration not stated)	30%	6.9%	3%	0	4%	0%	2%	-6	-2	u	-1
CC(=O)CCc1oc2ccc(C)cc2c1-c1ccc(C)o1	2%	-0.1%	0%	-1	u	-2%	2%	6	-10	-4%	0

An unsorted share of the library; about 2.4% have a hit in one of these screens.
